# Source: PubChem
# Nrf2 block: inhibitors of Nrf2 signaling; actives 2.1% (n = 360,000); Potency, µM (titrated, usually from 46 µM), inactives show top-dose activity change, negative = inhibition, actives largely listed as inhibitors; A549 ARE-Fluc reporter, luciferase luminescence, 18-24 h; also: potency is read from the fitted curve at half-maximal effect; % is scaled to controls: 0 for no effect and ±100 for the full control effect; nearly all actives have a fitted effect of over 60% in size
#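 Nrf2 activity is the BugLite luminescence, read 15 min after reagent at room temperature, following CellTiter-Fluor cytotoxicity readout (30 min, 37C). Compound titrations were applied for 18-24 h to 5000 A549 ARE_Fluc cells/well in 5% FBS OPTI-MEM.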
# S2 tox: viability counter-screen for ATXN expression inhibitors | actives 0.49% (n = 400,000) | AID 651635 | Potency, µM (top dose mostly 56.7 µM), most hits filed as cytotoxic | S2 cells (HEK-293 line with an ATXN2-luciferase reporter) viability, CellTiter-Fluor protease fluorescence, 24 h; also: potency is read from the fitted curve at half-maximal effect; nearly all actives have a fitted effect of over 40% in size
# TGFb SMAD3 inh: TGF-b pathway inhibition; Potency, µM (titrated, usually from 46.1 µM), for the others: at the highest dose activity, negative = inhibition, hits mostly inhibitors; actives 1.2% (n = 410,000); HepG2 CAGA-GFP TGF-b/SMAD3 reporter, GFP fluorescence, 18 h; TGF-beta stimulated, 500 pg/mL final; also: potency is read from the fitted curve at half-maximal effect; % is scaled to controls: 0 for no effect and ±100 for the full control effect; nearly all actives have a fitted effect of over 65% in size
#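 Per well, imaged GFP fluorescence of HEPG2 CAGA-GFP cells gives the signal; cells get compound, then TGF-beta (500 pg/mL final), 18 h at 37 degrees C; %Activity versus -TGF-beta and +DMSO controls.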
# MCF10A rereplic: induces DNA re-replication in MCF 10a normal breast cells. MCF 10A DNA re-replication, Hoechst nuclear intensity, 48 h. Potency, µM (highest dose often 46.1 µM), without a hit: at the top dose activity, positive = re-replication, usual class: activators. actives 2.9% (n = 350,000). AID 624296; also: potency is read from the fitted curve at half-maximal effect; % of control where 0% means no effect; nearly all actives have a fitted effect of over 50% in size
# IL1B secr inh: inhibitors of inflammasome signaling (IL-1 beta secretion). THP-1 LPS/ATP IL-1B secretion, AlphaLISA, 16 h; hits give low values. activity change, % at 57.5 µM. actives 4.7% (n = 360,000); in the data active = activity change below about -50%; inconclusive = mostly about -30% to -49%; also: % is scaled to controls: 0 for no effect and ±100 for the full control effect
#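 Secreted IL-1B measured by AlphaLISA bead assay after 16 h compound exposure of THP-1 cells; compounds (final up to 57.5 uM) added 1 h before LPS (250 ng/mL) and ATP (1.25 mM) stimulation; lower signal means less secretion.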
# HepG2 tox: counter-screen for TGF-b inhibitors: cytotoxicity in HepG2 cells. HepG2 CAGA-GFP viability, ATP luminescence, 18 h. Potency, µM (titrated, usually from 46.1 µM), for inactives: at the top dose activity change, negative = cytotoxicity, hits mostly cytotoxic. actives 0.76% (n = 410,000); also: potency is read from the fitted curve at half-maximal effect; some results filed as inactive show a strong effect at the top dose
#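 HepG2 CAGA-GFP cells (1000/well, DMEM with 1% FBS) received compound, then TGF-beta at 500 pg/mL final, and were incubated 18 hours at 37 degrees C. Viability was read by CellTiter-Glo luminescence. Media-only wells were set as complete cell-killing and DMSO as no toxicity.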
# Nrf2 activator: Nrf2 pathway activation | AREc32 ARE-luciferase reporter (MCF7-derived line), luminescence, 24 h | Potency, µM (top dose mostly 46.1 µM), without a hit: top-dose activation, usual class: activators | actives 0.31% (n = 410,000); also: potency is read from the fitted curve at half-maximal effect; % of control where 0% means no effect; nearly all actives have a fitted effect of over 65% in size
#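 Cells of the AREc32 ARE-luciferase line are plated in OPTI-MEM containing 5% FBS and left overnight at 37 deg C. Compounds are pinned in, incubation continues 24 hr, and firefly luciferase signal is then measured.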
# A549 viability: A549 cytotoxicity, counter-screen for Nrf2 inhibitors; AID 504648; Potency, µM (titrated, usually from 46 µM), inactives show at the top dose activity change, negative = cytotoxicity, usual class: inhibitors; actives 0.16% (n = 390,000); A549 ARE-Fluc cells, CellTiter-Fluor viability, 18-24 h; also: potency is read from the fitted curve at half-maximal effect; % is scaled to controls: 0 for no effect and ±100 for the full control effect
#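 Cytotoxicity counterscreen: CellTiter-Fluor fluorescence was measured in A549 ARE_Fluc cells after 18-24 h of compound exposure in a concentration series. The subsequent BugLite luminescent read reports ARE-luciferase activity.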
# ATXN2 expr inh: inhibitors of ATXN2 expression; HEK-293 ATXN2-luciferase reporter, luminescence, 24 h; Potency, µM (titrated, usually from 57 µM), for the others: at the highest dose activity change, negative = inhibition, actives largely listed as inhibitors; actives 0.72% (n = 360,000); AID 1745845; also: potency is read from the fitted curve at half-maximal effect; % is scaled to controls: 0 for no effect and ±100 for the full control effect; nearly all actives have a fitted effect of over 55% in size
#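 qHTS (up to 57 uM final) was run with 24 h compound exposure of reporter cells at 37 °C. Each well was multiplexed: SteadyGlo luminescence measured ATXN2-luciferase expression after a fluorogenic Gly-Phe-AFC viability readout (25 uM final).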
# * marks the source's active call; other numbers are inactive results; i = inactive; ? = inconclusive; . = no result given; [ ] = another dose, or the depositor's remark. Unless noted, calls follow the shape of the dose curve; as a rule, active = well fitted curve in the direction sought with a large enough effect; inconclusive = small, poorly fitted or top-dose-only effect, or another doubt; inactive = no such curve, though single readings can be large; an effect the other way counts as inactive or inconclusive.
[1] CCCC(NC(=O)c1ccccc1)c1nc2ccccc2n1Cc1ccc(C(=O)OC)o1 (stereo unspecified)
[2] CCOC(=O)C1(CCc2ccccc2)CCN(C(=O)Cc2nonc2C)CC1
[3] CN(CC(=O)Nn1cnnc1)S(=O)(=O)c1cc(Cl)ccc1Cl
[4] CCn1cc(C(=O)NCCCN2CCCC(C)C2)c(=O)c2cc(S(=O)(=O)N3CCOCC3)ccc21 (stereo unspecified)
[5] CCC(Sc1nc2cc3c(cc2c(=O)n1CCCCCC(=O)NCc1ccc2c(c1)OCO2)OCO3)C(=O)NCCCOC (stereo unspecified)
[6] CCCNC(=S)Nc1ccc(S(N)(=O)=O)cc1

Compound	1	2	3	4	5	6
TGFb SMAD3 inh	-4%	1%	-15%	0%	30%	7%
Nrf2 block	-7%	?	-4%	8%	.	4%
IL1B secr inh	-15	-11	-5	12	.	4
MCF10A rereplic	12%	0%	-1%	?	.	4%
HepG2 tox	4%	1%	-8%	6%	6%	-6%
Nrf2 activator	-1.2%	3.4%	-0.3%	0.9%	2.5%	-0.3%
ATXN2 expr inh	4%	55%[activator]	-3%	9%	.	?
A549 viability	-14%	-4%	13%	2%	-3%	0%
S2 tox	i	i	i	i	.	i

[7] O=C(c1ccc(-n2cncn2)c([N+](=O)[O-])c1)N1CCN(S(=O)(=O)c2ccccc2F)CC1
[8] Cc1ccc2nc(NC(=O)c3ccccn3)sc2c1
[9] O=C(NC1CCCCC1)C1CCN(S(=O)(=O)c2cccc3cccnc23)CC1
[10] CCOC(=O)c1c(SCCN2CCCC2)n(-c2ccccc2)c(=S)n(-c2ccccc2)c1=O
[11] COc1ccc(/C=C/C(=O)NCCn2c(C)cc3ccccc32)cc1OC
[12] Cc1cccc(N(CC(=O)NCc2ccccc2)S(C)(=O)=O)c1C

Compound	7	8	9	10	11	12
TGFb SMAD3 inh	-18%	0%	-1%	?	8%	-2%
Nrf2 block	1%	.	7%	?	-36%	11%
IL1B secr inh	11	-102*	-10	-111*	-7	.
MCF10A rereplic	8%	?	12%	4.6µM*	27%	.
HepG2 tox	0%	-51%	10%	-47%	-36%	-31%
Nrf2 activator	-1.0%	-0.2%	-0.3%	11%	-0.5%	-0.5%
ATXN2 expr inh	3%	?	-5%	22µM*	-4%	3%
A549 viability	0%	-2%	2%	14%	4%	3%
S2 tox	i	?	i	?	?	i

[13] COc1ccc(/C=C/c2nc3ccccc3c(=O)n2-c2cccc(C(F)(F)F)c2)cc1
[14] CC(=O)c1cccc(NC(=O)CSc2ncc(C(=O)Nc3ccccc3)c(=O)n2C)c1
[15] CN1CCN(S(=O)(=O)c2cnccc2N2CCN(c3cccc(Cl)c3)CC2)CC1
[16] CCCC(=O)Nc1ccc2c(c1)nc(CCN1CCCCC1)n2C
[17] Cn1cc(S(=O)(=O)N2CCOCC2)cc1C(=O)Nc1cccc(Cl)c1
[18] CC(=O)N1c2ccc(S(=O)(=O)N3CCC(C(=O)NCc4ccccc4)CC3)cc2CC1C (stereo unspecified)

Compound	13	14	15	16	17	18
TGFb SMAD3 inh	?	12%	-4%	-24%	-23%	-13%
Nrf2 block	.	11%	-2%	-14%	-9%	-14%
IL1B secr inh	.	3	-50*	-6	-13	14
MCF10A rereplic	.	?	-2%	7%	-5%	9%
HepG2 tox	-22%	-10%	-1%	21%	-20%	-11%
Nrf2 activator	3.2%	2.5%	-0.1%	0.7%	1.5%	-0.8%
ATXN2 expr inh	.	3%	6%	-5%	-12%	-1%
A549 viability	7%	-2%	1%	-8%	2%	1%
S2 tox	.	i	i	i	i	i

[19] COc1ccc(-n2c(C)cc(C(=O)CN3CCCCC3)c2C)cc1
[20] Cc1ccc2nc(NC(=O)COC(=O)c3ccco3)sc2c1
[21] CCOC(=O)C1CCN(C(=O)CCS(=O)(=O)c2ccc3c(c2)n(C)c(=O)c(=O)n3C)CC1
[22] COc1ccc(C(=O)Nc2nc3nccc(-c4ccccc4)n3n2)cc1
[23] CCOC(=O)N1CCC(=C(C#N)C(=O)Nc2cc(OC)ccc2OC)CC1
[24] CCC(=O)c1cc2c(cc1NC(=O)c1ccccc1)OCCO2

Compound	19	20	21	22	23	24
TGFb SMAD3 inh	1%	-16%	-6%	6%	30%	-4%
Nrf2 block	3%	?	4%	-16%	-18%	?
IL1B secr inh	-4	-6	6	-8	6	30
MCF10A rereplic	30%	0%	7%	0%	-6%	?
HepG2 tox	-21%	-7%	6%	3%	1%	-4%
Nrf2 activator	3.3%	1.7%	-1.0%	-0.6%	-0.2%	0.3%
ATXN2 expr inh	.	.	9%	6%	3%	-7%
A549 viability	-5%	-10%	-1%	2%	0%	?
S2 tox	i	.	i	i	i	i

[25] O=[N+]([O-])c1ccccc1S(=O)NCc1c(Cl)cccc1Cl (stereo unspecified)
[26] CCN(CC)S(=O)(=O)c1ccc(NC(=O)c2ccccn2)cc1
[27] CC(C)(C)NC(=O)C1Cc2ccccc2CN1S(=O)(=O)c1ccc(F)cc1 (stereo unspecified)
[28] COc1ccccc1NC(=S)N1CCc2cc(OC)c(OC)cc2C1
[29] CCC(=O)c1ccc(OCC(=O)NC2CCCC2)cc1
[30] CCN(CC)C(=O)COc1ccc(C=O)cc1OC

Compound	25	26	27	28	29	30
TGFb SMAD3 inh	-1%	8%	14%	-3%	-10%	12%
Nrf2 block	.	-8%	3%	-12%	0%	14%
IL1B secr inh	20	-5	-7	0	4	6
MCF10A rereplic	.	-3%	-2%	-4%	0%	-2%
HepG2 tox	12%	1%	4%	2%	3%	0%
Nrf2 activator	18%	0.8%	2.7%	0.1%[9.22 µM]	0.0%	-0.7%
ATXN2 expr inh	4%	29%	-1%	-8%	3%	-19%
A549 viability	.	0%	-10%	4%	-4%	2%
S2 tox	i	i	i	i	i	i

[31] CC1CN(C(=O)c2cnn3c(C(F)F)cc(-c4ccccc4)nc23)CC(C)O1 (stereo unspecified)
[32] CC(C)CNc1nc(N)c([N+](=O)[O-])c(NCC2CCCO2)n1 (stereo unspecified)
[33] O=C(Nc1ccc2c(c1)nc1n2CCOC1)C1CCCCC1
[34] CCOC(=O)N1CCN(C(=O)CCC(=O)c2ccc(OCC)cc2)CC1
[35] CCOc1ccc(N(CC(=O)NC2CCCC2)C(=O)CCCC(=O)Nc2ccccn2)cc1
[36] C[C@@H]1CN([C@H](C)CO)S(=O)(=O)c2ccc(-c3cccc(C(=O)N(C)C)c3)cc2O[C@H]1CN(C)C(=O)Nc1ccc(F)cc1

Compound	31	32	33	34	35	36
TGFb SMAD3 inh	-9%	3%	7%	3%	-1%	19%
Nrf2 block	-14%	2%	?	-3%	20%	.
IL1B secr inh	-2	20	-19	21	35	-14
MCF10A rereplic	12%	1%	0%	3%	5%	.
HepG2 tox	-35%	0%	5%	-6%	16%	5%
Nrf2 activator	0.1%	2.0%	0.6%	0.2%	-0.1%	0.0%
ATXN2 expr inh	.	-10%	26%	3%	6%	-21%
A549 viability	-6%	7%	-1%	0%	-1%	.
S2 tox	.	i	i	i	i	?

[37] CC1(NC(=O)COc2ccccc2-c2ccccc2)CCS(=O)(=O)C1 (stereo unspecified)
[38] O=C(NCc1cccc(C(F)(F)F)c1)N1CCN(C(=O)c2ccccc2)CC1
[39] CCC1CCCCN1S(=O)(=O)c1ccc2c(c1)CCN2C(C)=O (stereo unspecified)
[40] Cc1cc(/C=N/NC(N)=O)c(C)n1C1CCCCC1
[41] C=CCOC(=O)C1CC=CCC1C(=O)Oc1ccc(F)cc1F (stereo unspecified)
[42] CC(C)(CO)NC(=O)CC1C(=O)NCCN1Cc1ccc(-c2ccccc2)cc1 (stereo unspecified)
[43] CCNC(=O)C1(C)CCCN(C(=O)c2oc3ccccc3c2C)C1 (stereo unspecified)
[44] CC1CCc2c(sc(NC(=O)Cn3nc(C(=O)O)c4ccccc4c3=O)c2C#N)C1 (stereo unspecified)

Compound	37	38	39	40	41	42	43	44
TGFb SMAD3 inh	11%	1%	-5%	-1%	?	-3%	-12%	-1%
Nrf2 block	-5%	-8%	-4%	14%	4%	?	.	4%
IL1B secr inh	-13	-9	5	-6	-3	-21	12	19
MCF10A rereplic	-180%[0.0737 µM]	-4%	5%	0%	-1%	4%	.	?
HepG2 tox	1%	1%	-10%	0%	-37%	27%	-4%	2%
Nrf2 activator	0.3%	-0.8%	-0.8%	2.2%	0.4%	-1.0%	1.6%	6.4%
ATXN2 expr inh	6%	3%	0%	1%[11.3 µM]	-1%	-7%	13%	37%
A549 viability	-9%	-4%	1%	9%	3%	3%	.	-3%
S2 tox	i	i	i	i	i	i	i	i

# Rewritten with tabs: part of the list above.
no.	Molecule	TGFb SMAD3 inh	Nrf2 block	IL1B secr inh	MCF10A rereplic	HepG2 tox	Nrf2 activator	ATXN2 expr inh	A549 viability	S2 tox
37	CC1(NC(=O)COc2ccccc2-c2ccccc2)CCS(=O)(=O)C1 (stereo unspecified)	11%	-5%	-13	-180%[0.0737 µM]	1%	0.3%	6%	-9%	i
38	O=C(NCc1cccc(C(F)(F)F)c1)N1CCN(C(=O)c2ccccc2)CC1	1%	-8%	-9	-4%	1%	-0.8%	3%	-4%	i
39	CCC1CCCCN1S(=O)(=O)c1ccc2c(c1)CCN2C(C)=O (stereo unspecified)	-5%	-4%	5	5%	-10%	-0.8%	0%	1%	i
40	Cc1cc(/C=N/NC(N)=O)c(C)n1C1CCCCC1	-1%	14%	-6	0%	0%	2.2%	1%[11.3 µM]	9%	i
41	C=CCOC(=O)C1CC=CCC1C(=O)Oc1ccc(F)cc1F (stereo unspecified)	?	4%	-3	-1%	-37%	0.4%	-1%	3%	i
42	CC(C)(CO)NC(=O)CC1C(=O)NCCN1Cc1ccc(-c2ccccc2)cc1 (stereo unspecified)	-3%	?	-21	4%	27%	-1.0%	-7%	3%	i
43	CCNC(=O)C1(C)CCCN(C(=O)c2oc3ccccc3c2C)C1 (stereo unspecified)	-12%	.	12	.	-4%	1.6%	13%	.	i
